G9a inh: blocks human histone lysine methyltransferase G9a. G9a H3K9 monomethylation, AlphaScreen, 2 h. AID 504332. Potency, µM (series often up to 102 µM), for inactives: at the highest dose activity, negative = inhibition, usual class: inhibitors. 350,000 compounds, 8.8% hits. Q96KQ7; further: on the % scale 0 is the no-effect control and ±100 the full control effect; nearly all actives have a fitted effect of over 75% in size
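Signal arises when biotinylated H3K9 peptide, once monomethylated, bridges streptavidin donor and antibody-captured acceptor beads. Enzyme at 20 nM was preincubated 15 min with test compounds; peptide 500 nM and SAM 20 uM then reacted for 2 h.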
Anesthetic bind: binds horse apoferritin like a general anesthetic; P02791; apoferritin/1-aminoanthracene competitive binding, fluorescence; Potency, µM (highest dose often 77.5 µM), for the others: top-dose activity change, negative = displacement, hits mostly inhibitors; 350,000 compounds, 0.074% hits; AID 485281; further: on the % scale 0 is the no-effect control and ±100 the full control effect; nearly all actives have a fitted effect of over 20% in size
Target sequence (P02791 2-175 limits assumed): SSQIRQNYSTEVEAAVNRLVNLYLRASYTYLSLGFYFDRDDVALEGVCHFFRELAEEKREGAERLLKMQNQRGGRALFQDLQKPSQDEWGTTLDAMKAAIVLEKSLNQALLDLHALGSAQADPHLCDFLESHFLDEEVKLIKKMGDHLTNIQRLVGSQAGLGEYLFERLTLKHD
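Concentration-response curves derived by four-parameter Hill fitting of normalized fluorescence, where compounds displaced 1-AMA from 10 uM horse apoferritin following a brief 10 min room-temperature incubation; propofol titration acted as positive control.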
POLK inh: DNA polymerase kappa (human) inhibition. Q9UBT6. purified Pol kappa, fluorescent DNA synthesis assay, 10 min. Potency, µM (doses to about 107 µM), for the others: at the top dose activity, negative = inhibition, hits mostly inhibitors. 400,000 compounds, 0.53% hits; further: on the % scale 0 is the no-effect control and ±100 the full control effect
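Kinetic fluorescence readout at 0 and 10 min followed reaction start with substrate at 50 nM final. Beforehand, enzyme (10 nM Pol kappa) stood 15 min with compound at room temperature; buffer-only wells were negative controls.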
POLB inh: DNA polymerase beta (human) inhibition | Potency, µM (top dose mostly 114 µM), without a hit: at the highest dose activity change, negative = inhibition, actives largely listed as inhibitors | P06746 | AID 485314 | 340,000 compounds, 1.3% hits | Pol beta primer extension/strand displacement, fluorescence kinetic; further: on the % scale 0 is the no-effect control and ±100 the full control effect
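Preincubation: enzyme (10 nM) with compound, 15 min, RT. Reaction: substrate added to 50 nM final. Reads: 0 and 10 min. Analysis: normalized, Hill fit.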
Pol eta inh: DNA polymerase eta (human) inhibition; Q9Y253; Potency, µM (top dose mostly 114 µM), inactives show at the highest dose activity change, negative = inhibition, usual class: inhibitors; recombinant Pol eta, fluorescent DNA replication assay; 390,000 compounds, 1.2% hits; further: on the % scale 0 is the no-effect control and ±100 the full control effect
Target sequence (Q9Y253 whole entry, looked up): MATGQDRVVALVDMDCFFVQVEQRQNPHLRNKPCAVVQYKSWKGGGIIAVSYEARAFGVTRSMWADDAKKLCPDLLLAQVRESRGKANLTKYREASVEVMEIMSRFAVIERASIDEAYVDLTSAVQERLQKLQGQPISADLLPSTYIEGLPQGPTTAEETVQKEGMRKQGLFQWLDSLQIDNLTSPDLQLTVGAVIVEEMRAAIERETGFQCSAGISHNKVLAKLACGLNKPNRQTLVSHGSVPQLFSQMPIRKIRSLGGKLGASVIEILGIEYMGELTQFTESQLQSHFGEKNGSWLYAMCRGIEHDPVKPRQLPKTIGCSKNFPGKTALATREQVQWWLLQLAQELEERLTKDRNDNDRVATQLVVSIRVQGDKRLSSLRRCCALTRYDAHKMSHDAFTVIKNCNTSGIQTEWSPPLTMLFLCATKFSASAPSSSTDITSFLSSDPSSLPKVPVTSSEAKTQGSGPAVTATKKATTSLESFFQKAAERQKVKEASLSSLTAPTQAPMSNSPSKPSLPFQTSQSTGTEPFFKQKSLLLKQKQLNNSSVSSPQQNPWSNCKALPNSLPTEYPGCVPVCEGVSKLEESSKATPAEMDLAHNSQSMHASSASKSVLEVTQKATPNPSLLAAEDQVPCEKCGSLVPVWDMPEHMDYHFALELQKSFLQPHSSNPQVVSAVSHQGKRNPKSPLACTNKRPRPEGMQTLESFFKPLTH
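Pol eta (10 nM) was preincubated with compounds for 15 min at room temperature, after which fluorescent replication substrate (50 nM final) was added to start the reaction. Fluorescence was read kinetically at 0 and 10 min.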
BAZ2B block: blocks human BAZ2B | Potency, µM (doses to about 114 µM), for the others: at the top dose activity change, negative = inhibition, most hits filed as inhibitors | AID 504333 | AlphaScreen BAZ2B-H3K14Ac peptide displacement | 360,000 compounds, 4.4% hits; further: on the % scale 0 is the no-effect control and ±100 the full control effect; nearly all actives have a fitted effect of over 60% in size
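Complex of BAZ2B and biotin-H3K14Ac (50 nM apiece) forms over 30 min at RT, then faces library compounds up to 110 uM for another 30 min; AlphaScreen beads added, 20 min dark incubation, luminescence read.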
BLM inh: inhibitors of human Bloom syndrome helicase BLM. P54132. recombinant BLM DNA unwinding, fluorescence dequenching. Potency, µM (highest dose often 56.1 µM), inactives show at the top dose activity change, negative = inhibition, actives largely listed as inhibitors. 350,000 compounds, 0.2% hits. AID 2528;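 further: plate controls were vehicle for no effect and no enzyme for full effect; nearly all actives have a fitted effect of over 35% in size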
Pol iota inh: inhibitors of human DNA polymerase iota. 390,000 compounds, 1% hits. Potency, µM (doses to about 115 µM), for inactives: top-dose activity, negative = inhibition, actives largely listed as inhibitors. Pol iota fluorescent replication assay, 10 min. AID 588590
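Pol iota at 10 nM preincubated 15 min with compounds at room temperature; reaction started with fluorescent substrate, 50 nM final. Fluorescence read kinetically at 0 and 10 min; buffer-only wells as negative control.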
APE1 inh: inhibitors of human APE1 endonuclease; recombinant APE1, TAMRA/BHQ-2 abasic DNA cleavage fluorescence; P27695; Potency, µM (top dose mostly 65.8 µM), without a hit: top-dose activity change, negative = inhibition, actives largely listed as inhibitors; 350,000 compounds, 0.35% hits; AID 2517;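 further: plate controls were vehicle for no effect and reference inhibitor for full effect; nearly all actives have a fitted effect of over 55% in size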
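Readout is kinetic fluorescence (ex 525, em 598 nm) from cleavage of 50 nM TAMRA/BHQ-2 THF abasic duplex by 0.75 nM APE1, compound added 15 min beforehand at RT.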
Active calls of the source: *; ? = inconclusive; / = not tested or not shown; & = joins results of further samples; [ ] = remark or other dose. The call rests on the fitted dose curve; in most records, active means well fitted curve in the direction sought with a large enough effect; inconclusive means small, poorly fitted or top-dose-only effect, or another doubt; inactive means no such curve, though single readings can be large; an effect the other way counts as inactive or inconclusive. Potency means the concentration at half of the fitted maximal effect. The list is partial, so the mix of outcomes need not match the whole.

item	SMILES	G9a inh	Anesthetic bind	POLK inh	POLB inh	Pol eta inh	BAZ2B block	BLM inh	Pol iota inh	APE1 inh
1	CCOC(=O)C1CCN(C(=O)CC(NS(=O)(=O)c2ccc(OC)cc2)C(C)C)CC1 (stereo not drawn)	-22.1%[59 µM]	-2.9%	-3.8%	11.7%	-20.3%	13.5%	1.7%	7.6%	13.5%
2	O=C(NCc1n[nH]c(=S)n1-c1ccc([N+](=O)[O-])cc1)c1ccc(S(=O)(=O)N2CCOCC2)cc1	7.08µM*	-2.1%	-14.8%	-2.2%	-8.4%	-7.4%	-3.3%	-11.6%	-6.4%
3	O=C(Nc1ccc(Cl)cc1)Nc1ccc(Cl)c(Cl)c1	24.1%[2.33 µM]	/	-3.0%	/	-3.3%	-0.1%	1.4%	12.5%&7.5%	5.2%
4	O=[N+]([O-])c1cc(/C=N/O)ccc1N1CCCC1	?	?	1.8%	26.0%	-17.2%	?	-6.5%	12.6%	?
5	O=c1c2cccc3c(N4CCOCC4)ccc(c32)c2nc3ccccc3n12	-21.4%[12.7 µM]	-21.6%	/	?	/	3.4%	0.5%	/	-4.0%
6	COc1ccc(N2CCN(Cc3cc(=O)oc4cc(C)c(Cl)c(C)c34)CC2)cc1	?	32.5%[activator]	-6.9%	-0.8%	-13.1%	?	-2.1%	-6.4%	-4.1%
7	COc1cccc(NC(=S)N(CCc2ccc(OC)c(OC)c2)Cc2ccccn2)c1	-33.6%	-15.1%	-21.4%	-16.8%	-1.7%	-28.5%	-7.8%	-5.0%	0.3%
8	Cc1ccc(OCC(O)CN2C(=O)NC(C)(C)C2=O)c(C)c1 (stereo not drawn)	8.8%	-4.8%	0.2%[60.1 µM]	-9.4%	2.7%	-11.2%	-1.4%	-1.2%	2.6%
9	Cc1ccc(NC(=O)CCc2nnc3ccc(NCc4ccco4)nn23)cc1	7.0%[59 µM]	?	-10.6%	-22.2%	-5.6%	-33.8%	-3.4%	-2.5%	49.9%
10	COc1ccc(C(=O)NCCn2cc(SCC(=O)Nc3ccc(C)cc3)c3ccccc32)cc1	-47.5%[59 µM]	0.4%	-11.5%[60.1 µM]	-0.5%	-4.9%	19.0%	-2.4%	-24.0%	/
11	CCCCC(C(=O)NC1CCCC1)N(Cc1ccccc1)C(=O)c1snc(C(N)=O)c1N (stereo not drawn)	2.7%	-18.1%	-8.9%	-2.1%	-15.2%	6.4%	-9.5%	11.0%	-24.2%
12	O=C(NCc1nc2ccccc2[nH]1)C1=C[C@H](c2ccc3c(c2)OCO3)C[C@H](OCCCCO)O1	19.6%[12.7 µM]	-16.6%	-8.0%	-6.2%	-7.1%	-1.1%	1.4%	10.7%	?
13	O=C(CN1C(=O)C2(SCC(=O)N2c2ccc(F)c(F)c2)c2ccccc21)NCCc1ccccc1 (stereo not drawn)	-7.2%[59 µM]	?	-1.8%	4.6%	-16.7%	5.7%[57.1 µM]	-1.9%	14.8%	/
14	COC(=O)c1c(-c2ccc(OC)cc2)sc2ccc(OC)cc12	/	/	-3.6%	/	-1.3%	/	/	-3.4%	1.2%
15	OCCNCCSc1nc(C2CCCCC2)n(-c2ccccc2Cl)n1	?	6.8%	1.2%	-1.1%	3.1%	?	5.3%	8.7%	-0.3%
16	CC(C)C[C@]1(c2ccccc2)ON(c2ccccc2C(F)(F)F)C1=O	2.6%[0.501 µM]	/	-14.7%	/	-15.3%	77.2%[activator]	/	14.4%	-9.4%
17	COCCNCc1ccc(Cl)cc1Cl	?	-5.7%	-10.2%	-22.4%	-2.4%	-22.6%	3.9%	6.6%	0.6%
18	CN(C(=O)c1cc(Cl)c2c(c1)OCCO2)c1c(N)n(Cc2ccccc2)c(=O)[nH]c1=O	-49.8%	/	-3.5%	/	-11.0%	4.8%	/	35.1%[activator]	18.7%
19	Cc1occc1C(=O)O/N=C(\N)c1ccccc1	13.6%	-2.9%	2.8%	-4.8%	-15.3%	0.7%	-0.1%	42.5%[activator]	1.3%
20	O=C(CN1CCN(S(=O)(=O)c2ccccc2)CC1)Nc1ccc(N2CCOCC2)cc1	?	-6.1%	-1.3%	13.3%	-10.6%	-5.4%	5.6%	13.8%	-0.3%
21	O=C(c1cc2ccccc2o1)n1nnc2ccccc21	3.8%[59 µM]	-10.1%	15.7%	16.2%	-10.8%	-1.3%	-1.8%	-3.9%	4.8%
22	Cc1cc2oc(=O)cc(Cn3ccnc3)c2cc1Cl	4.2%	-1.6%	5.5%	-0.3%	-4.5%	-5.4%	-7.9%	8.3%	23.3%
23	COc1ccccc1NC(=S)c1ccccc1	7.94µM*	1.0%	-3.0%	-26.2%	-18.5%	-10.5%	-2.4%	?	0.0%
24	CCn1ccnc1CN(C)Cc1c(C(=O)N2C[C@@H](C)O[C@@H](C)C2)nc2ccc(Cl)cn12	-44.6%	-4.5%	-8.1%	40.4%	-9.0%	-26.1%	-0.8%	7.1%	13.7%
25	Cc1cc(C)n(CC(=O)NNC(=O)CCCOc2ccc(Cl)cc2C)n1	19.7%	-8.2%	-2.7%	-5.6%	-10.1%	-13.8%	-11.5%	-11.3%	8.7%
26	O=C(NC1CCCC1)C1CCN(C(=O)NCc2ccccc2)CC1	-1.8%[59 µM]	-5.4%	-18.0%	19.6%	9.3%	-12.6%	-0.9%	-15.4%	4.7%
27	COc1ccccc1N1CCN(c2ccc(=O)n(CC(=O)Nc3cc(F)ccc3C)n2)CC1	-22.1%[59 µM]	6.4%	-5.0%	-0.3%	5.4%	-15.0%	-4.4%	-12.2%	/
28	CNC(=O)Nc1cccc(-c2cc(-c3c(Cl)cccc3Cl)no2)c1	1.0%	-5.7%	-19.0%	?	-15.1%	-22.9%	-7.1%	14.0%	?
29	Cc1cc2c(c(=O)o1)C1(C(=O)N(C)c3ccccc31)C(C#N)=C(N)O2 (stereo not drawn)	-13.4%[59 µM]	-3.8%	0.6%	-20.3%	5.4%	36.3%	-1.5%	15.3%	-4.9%
30	CC(C)OC(=O)CC1C(=O)NCCN1C(=S)NC(=O)c1ccc(F)cc1 (stereo not drawn)	39.8µM*	-3.9%	11.6%	52.7%	-12.2%	-19.9%	-3.5%	35.6%	4.3%
31	COC(=O)c1cccc(NC(=O)c2ccc3c(c2)C(=O)N(C(C)(C)C)C3=O)c1	12.8%	-13.7%	-15.3%	-5.4%	-13.3%	-0.8%	-13.0%	?	3.7%
32	Cc1ccccc1-c1nc(CS(=O)(=O)CC(=O)NCCN2CCOCC2)c(C)o1	-7.3%[59 µM]	6.9%	-0.6%	15.7%	-11.6%	11.7%	2.1%	17.1%	15.0%
33	Cc1ccc(C(=O)OCC(=O)Nc2ccc(Cl)cn2)cc1S(=O)(=O)N1CCOCC1	-29.0%	/	-22.2%	/	?	3.0%	/	15.6%	5.0%
34	CSCC[C@H](NC(=O)[C@@H]1CSC2c3ccccc3C(=O)N21)C(=O)NC1CCCC1 (stereo partly drawn)	-4.1%	-7.9%	6.3%	38.3%	13.1%	-16.1%	0.6%	34.0%[activator]	33.4%
35	COc1ccc(S(=O)(=O)c2c(SC)nn(Cc3ccccc3C)c2NC(C)=O)cc1	3.5%[59 µM]	-1.1%	-0.8%	-19.9%	-17.2%	-0.1%	-2.9%	14.1%	/
36	COc1ccccc1/C=C/C(=O)NC(=S)N1CCOCC1	7.7%	-8.4%	-3.3%	8.3%	-7.7%	-19.2%	-4.8%	49.9%[activator]	13.1%
37	CCN(CC(=O)Nc1ccc(NC(C)=O)cc1)C(=O)C1COc2ccccc2O1 (stereo not drawn)	28.6%[12.7 µM]	-3.8%	-9.4%	-1.2%	-5.8%	-3.9%	-3.2%	3.3%	-10.3%
38	COCCNC(=O)CSc1nnc(-c2ccc(C)cc2)c(-c2ccc(C)cc2)n1	-46.3%	?	-0.7%	?	-18.5%	-37.2%	-3.4%	90.6%[activator]	2.0%
39	O=c1nc(-c2ccccc2)n(-c2ccccc2)[nH]1	-6.9%	0.7%	6.4%	45.6%	-3.9%	5.4%	-11.5%	9.9%	17.9%
40	CCn1c(C)cc(C)c(C#N)c1=O	23.4%	-3.9%	-0.2%	16.7%	-13.4%	-3.4%	-1.8%	?	-1.0%
41	O=C(Nc1ccccc1Br)C1CCCN(S(=O)(=O)c2cccc3nsnc23)C1 (stereo not drawn)	?	-4.9%	-8.8%	20.1%	-10.7%	/	-1.5%	13.6%	/
42	O=[N+]([O-])c1cc(Br)cc(C=Nc2ccc3c(c2)OCO3)c1O	44.7µM*	-12.5%	?	25.1µM*	79.4µM*	44.7µM*	14.1µM*	?	-5.5%
43	Cc1nc2cnc(Oc3cccc(Cl)c3)nc2n(CCC#N)c1=O	0.5%[12.7 µM]	/	2.7%[60.1 µM]	/	/	/	2.1%	/	1.7%

4 compounds drawn at random from the list so far:
item	SMILES	G9a inh	Anesthetic bind	POLK inh	POLB inh	Pol eta inh	BAZ2B block	BLM inh	Pol iota inh	APE1 inh
5	O=c1c2cccc3c(N4CCOCC4)ccc(c32)c2nc3ccccc3n12	-21.4%[12.7 µM]	-21.6%	/	?	/	3.4%	0.5%	/	-4.0%
41	O=C(Nc1ccccc1Br)C1CCCN(S(=O)(=O)c2cccc3nsnc23)C1 (stereo not drawn)	?	-4.9%	-8.8%	20.1%	-10.7%	/	-1.5%	13.6%	/
28	CNC(=O)Nc1cccc(-c2cc(-c3c(Cl)cccc3Cl)no2)c1	1.0%	-5.7%	-19.0%	?	-15.1%	-22.9%	-7.1%	14.0%	?
42	O=[N+]([O-])c1cc(Br)cc(C=Nc2ccc3c(c2)OCO3)c1O	44.7µM*	-12.5%	?	25.1µM*	79.4µM*	44.7µM*	14.1µM*	?	-5.5%
